# Screens (PubChem BioAssay)
# ABCG2 block = ABCG2 efflux pump inhibitors, primary screen, multiplex with ABCB1, IgMXP3 cells, flow cytometry. AID 1325, 2008. 190,000 tested, 0.1% active. JC-1 efflux. inhibition, % at 6.6 µM;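 active = inhibition above 80%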;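 also: 0% = DMSO and 100% = nicardipine control wells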
#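 Test system: IgMXP3 (ABCG2) plus far-red-tagged CCRF-Adr (ABCB1) cells. Reagent: JC-1 dye as substrate. Timing: 10 min exposure at 25 °C with rotation, no wash. Measured by: flow cytometric JC-1 green MFI at 530 nm. Read-out: percent efflux inhibition, scaled nicardipine 100% to DMSO 0%. Control set: nicardipine and DMSO wells.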
# Avidin bead fluor = green autofluorescence of compounds with avidin beads – biophysical, 488/530 nm, flow cytometry, artefact control, profiling panel; 220,000 tested, 0.38% active; AID 1775, 2009; compound fluorescence 488/530 nm; stronger effect = higher value; fluorescence (KMESF) at 10 µM; in the data active = fluorescence above about 47; also: inactives centre near 10
# Rac1 mut GTP = GTP binding modulators of activated mutant Rac1, primary screen, biochemical, bead-based flow cytometry, multiplex, fluorescent GTP. Ras-related C3 botulinum toxin substrate 1 (Homo sapiens), P63000. GST-Rac1 activated beads; actives lie on both sides; 100% means binding = to untreated wells. percent activity (GTP binding), % at 10 µM. 190,000 tested, 0.11% active;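 active = GTP binding at least 20 percentage points away from the 100% baseline, in either direction, so actives lie on both sides; inconclusive = Compound likely fluorescent itself, or too few beads counted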
# Rab2 wt GTP = modulators of GTP binding to Rab2A wildtype, primary screen, biochemical, dog, bead-based flow cytometry, multiplex | GST-Rab2 wt beads, Bodipy-GTP binding | 190,000 tested, 0.19% active | Ras-related protein Rab-2A (Canis lupus familiaris), P61105 | GTP binding activity, % at 10 µM;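 active = GTP binding activity at least 20 points away from 100%, either lowered or raised; inconclusive = signal likely due to the compound's own green fluorescence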;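 also: 0% = beads with excess unlabeled GTP and 100% = no-compound control corrected for plate trend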
# Rac1 wt GTP bind = wildtype Rac1 GTP binding modulators, primary screen, biochemical, GST-Rac1 beads, flow cytometry, multiplex. Ras-related C3 botulinum toxin substrate 1 (Homo sapiens), P63000. fluorescent GTP binding; actives lie on both sides; 0 = cold GTP competed, 100 = untreated. GTP binding activity (% of control), % at 10 µM. 190,000 tested, 0.27% active. AID 757, 2007;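 active = GTP binding activity at least 20 points away from the 100% control level, either lower or higher; inconclusive = compound flagged as likely green fluorescent, judged across all proteins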
# Pf gamet viab = late stage P. falciparum gametocyte viability inhibitors, primary screen, ATP luminescence, HTS; P. falciparum stage V gametocytes, 24 h; inhibition, % at 10.9 µM; 150,000 tested, 0.065% active; AID 743093, 2013;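 active = inhibition above the mean plus 3 SD of compounds within the control limits, set per campaign, cut at about 38% in these data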;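 also: 0% = DMSO wells and 100% = medium only without gametocytes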
# Rab7 wt modul = modulators of GTP binding to Rab7, primary screen, biochemical, wildtype, multiplex bead flow cytometry; Rab7 GTPase wild type (dog), Bodipy-FL-GTP binding; GST-Rab7 beads, fluorescent GTP binding; actives lie on both sides; untreated = 100%, excess cold GTP = 0%; GTP binding activity (percent of control), % at 10 µM; 190,000 tested, 0.055% active;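 active = fluorescent GTP binding to Rab7 beads changed by at least 20 points from the 100% baseline, either direction, mostly lower; inconclusive = compound itself probably fluorescent, or too few beads counted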;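 also: median green fluorescence of bound Bodipy-FL-GTP per Rab7 bead population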
# HRas wt GTP = modulators of GTP binding to HRas wildtype, primary screen, biochemical, bead-based flow cytometry, multiplex; GTPase HRas (Homo sapiens), P01112; GST-Ras wt beads, Bodipy-FL-GTP binding; actives lie on both sides; GTP binding activity, % at 10 µM; 190,000 tested, 0.14% active;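 active = GTP binding activity at least 20% away from the 100% baseline, either lowered as inhibitor or raised as activator; inconclusive = flagged as likely green fluorescent, judged across all proteins in the well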;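 also: 0% = unlabeled GTP competition control and 100% = no-compound control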
# Cdc42 wt GTP = modulators of GTP binding to wildtype Cdc42, primary screen, biochemical, multiplex bead flow cytometry, Bodipy-GTP; Cell division control protein 42 homolog (Homo sapiens), P60953; GST-Cdc42 beads; actives lie on both sides; percent activity (GTP binding), % at 10 µM; 190,000 tested, 0.2% active;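 active = percent activity GTP binding at least 20 points away from the 100% baseline, either down as inhibitor or up as activator; inconclusive = compound flagged as likely green fluorescent from well-wide comparison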;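 also: median bead fluorescence of bound Bodipy-FL-GTP at 100 nM; 0% = excess unlabeled GTP control and 100% = no compound control; below 100% means less GTP binding so inhibitor and above means activator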
# GSH fluor = compound fluorescence on glutathione beads, profiling panel, artefact control, biophysical, 488/530 nm, flow cytometry. GSH beads flow cytometry, compound fluorescence 488/530 nm; stronger effect = higher value. fluorescence (KMESF) at 10 µM. 190,000 tested, 0.25% active; in the data active = fluorescence above about 89;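 also: glutathione beads carrying GST-tagged Bcl family fusion proteins plus one bare bead set; values are compound well signal with DMSO vehicle wells as background; inactives centre near 16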
# ABCB1 block = ABCB1 efflux pump inhibitors, primary screen, cell-based, multiplex, flow cytometry, ABCG2 counter-screen; AID 1326, 2008; 190,000 tested, 0.067% active; ATP-dependent translocase ABCB1 (Homo sapiens), P08183; CCRF-Adr cells, JC-1 efflux; inhibition, % at 6.6 µM; in the data active = inhibition above about 40%;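 also: 0% = vehicle and 100% = reference inhibitor; higher value means more JC-1 retained so stronger ABCB1 efflux block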
# Target sequence (P08183 whole entry, looked up): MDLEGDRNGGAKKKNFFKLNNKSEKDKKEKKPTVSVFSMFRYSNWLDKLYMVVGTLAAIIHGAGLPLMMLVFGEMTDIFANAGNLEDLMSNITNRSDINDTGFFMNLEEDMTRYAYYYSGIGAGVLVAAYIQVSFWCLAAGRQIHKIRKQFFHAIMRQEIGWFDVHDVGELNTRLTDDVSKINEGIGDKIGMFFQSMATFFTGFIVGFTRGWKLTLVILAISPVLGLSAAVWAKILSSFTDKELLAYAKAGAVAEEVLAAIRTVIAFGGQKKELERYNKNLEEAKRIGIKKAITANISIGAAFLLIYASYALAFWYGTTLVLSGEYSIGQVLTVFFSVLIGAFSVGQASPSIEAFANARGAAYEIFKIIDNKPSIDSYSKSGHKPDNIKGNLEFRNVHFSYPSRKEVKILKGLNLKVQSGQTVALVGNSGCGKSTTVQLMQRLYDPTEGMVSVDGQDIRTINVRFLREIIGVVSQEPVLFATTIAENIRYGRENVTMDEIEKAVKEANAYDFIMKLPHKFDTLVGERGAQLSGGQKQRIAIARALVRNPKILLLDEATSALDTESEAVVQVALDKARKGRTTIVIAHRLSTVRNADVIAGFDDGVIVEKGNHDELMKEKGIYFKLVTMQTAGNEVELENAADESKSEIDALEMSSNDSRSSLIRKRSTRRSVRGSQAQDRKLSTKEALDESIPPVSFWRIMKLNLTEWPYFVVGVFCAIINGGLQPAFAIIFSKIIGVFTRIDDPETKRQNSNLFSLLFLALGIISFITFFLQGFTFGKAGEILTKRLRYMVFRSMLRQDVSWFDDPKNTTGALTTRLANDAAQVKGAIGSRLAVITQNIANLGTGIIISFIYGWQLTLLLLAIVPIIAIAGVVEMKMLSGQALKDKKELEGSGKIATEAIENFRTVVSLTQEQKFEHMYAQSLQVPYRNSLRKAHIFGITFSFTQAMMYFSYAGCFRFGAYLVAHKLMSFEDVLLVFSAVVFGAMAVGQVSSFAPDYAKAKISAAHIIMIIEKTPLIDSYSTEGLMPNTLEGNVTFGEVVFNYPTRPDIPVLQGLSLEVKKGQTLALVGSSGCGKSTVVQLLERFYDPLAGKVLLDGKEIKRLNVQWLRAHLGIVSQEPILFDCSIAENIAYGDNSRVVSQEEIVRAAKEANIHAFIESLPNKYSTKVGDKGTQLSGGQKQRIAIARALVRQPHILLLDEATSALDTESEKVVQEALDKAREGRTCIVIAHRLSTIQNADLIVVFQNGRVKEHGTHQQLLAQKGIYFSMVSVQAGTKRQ
# Numbers without * were called inactive; ? = inconclusive; . = not tested or not shown.
SMILES,ABCG2 block,Avidin bead fluor,Rac1 mut GTP,Rab2 wt GTP,Rac1 wt GTP bind,Pf gamet viab,Rab7 wt modul,HRas wt GTP,Cdc42 wt GTP,GSH fluor,ABCB1 block
C/C(=N\NC(=O)CSCc1ccccc1Br)c1cccc([N+](=O)[O-])c1,6,19,101,99,104,-25,97,101,99,15,-2.1
COc1ccc(Nc2ncccc2C(=O)O)cc1,12,7,101,101,103,.,101,100,98,17,0.4
CC12C(=O)N(n3cnnc3)C(=O)C1C1C=CC2C1 (stereo not drawn),0,12,93,90,88,.,93,93,92,33,0.1
CCOC(=O)c1c(-c2ccc(OC)cc2)csc1NC(=O)C1CCCO1 (stereo not drawn),6,9,94,94,96,-11,96,96,93,12,0.8
S=C(NN=C1C2CC3CC(C2)CC1C3)Nc1ccccc1,1,12,99,99,100,.,99,100,99,11,0.2
CCN(CC)c1nc2ccccc2[nH]1,3,39,92,95,94,2,96,96,95,11,0.5
CCc1ccc(NC(=O)C2CCCCC2C(=O)O)cc1 (stereo not drawn),1,14,91,94,96,.,98,97,96,42,-0.6
COc1ccc(S(=O)(=O)CCC(=O)N(C)c2ccc(OC)cc2OC)cc1,1,4,97,101,98,.,101,100,99,63,0.0
O=C(c1ccco1)N1C2C=CC(C2)C1(C(F)(F)F)C(F)(F)F (stereo not drawn),0,20,102,106,108,.,101,103,105,13,0.1
CCCn1c(SCCN2C(=O)c3ccccc3C2=O)n[nH]c1=O,1,35,103,100,107,.,101,103,106,21,0.2
CC(=O)Nc1nc2cc3c(cc2s1)OCO3,4,6,98,98,104,.,100,98,100,25,0.5
CC(C)CCN1CCN(Cc2cnc(-c3ccccc3)s2)CC1CCO (stereo not drawn),1,9,103,104,106,-14,102,103,106,9,1.2
CCOC(=O)COc1ccc(S(=O)(=O)Nc2cccc(SC)c2)cc1,1,30,97,98,99,-6,97,97,96,19,0.2
COc1ccc(-c2nnc(NC(=O)c3cc(Cl)ccc3Cl)o2)cc1,-2,5,97,97,104,.,96,98,100,17,-0.7
O=C(Nc1ccc(Cl)cc1)c1cc(S(=O)(=O)N2CCOCC2)cs1,14,9,99,100,104,7,101,101,101,41,-0.7
CCOC(=O)c1c(C(F)(F)F)cc(-c2ccc(F)cc2)nc1C,2,13,97,99,103,14,102,100,101,20,0.1
Cc1ccc2cc3cc(C(=O)NCCN4CCOCC4)oc3nc2c1,7,32,100,104,103,.,99,101,102,23,-0.3
CCCN1C/C(=C/c2cccc([N+](=O)[O-])c2)C(=O)/C(=C/c2cccc([N+](=O)[O-])c2)C1,19,8,99,102,103,-13,104,101,99,14,1.2
O=C(/C=C/c1cn(-c2ccccc2)nc1-c1ccccc1)Nc1ccc(C(=O)O)cc1,-5,20,?,?,?,0,?,?,?,8,-1.4
O=C(COc1ccccc1)N1CCCC1,2,21,95,99,97,.,103,100,97,13,0.6
CCCCNC(=O)NC1C(NC(=O)NCCCC)N(C)C(=O)N1C (stereo not drawn),0,6,99,99,101,-1,97,99,102,23,0.1
CC1CCCC(C)N1C(=O)CSc1nnc(COc2ccccc2)n1-c1ccccc1 (stereo not drawn),17,33,102,102,106,.,99,102,103,24,5.0
O=C1CC(c2nc3ccccc3[nH]2)CN1c1ccccc1F (stereo not drawn),-3,5,?,?,?,.,?,?,?,21,-2.1
O=C1c2cccc3cc([N+](=O)[O-])cc(c23)C(=O)N1c1ccccc1O,7,12,97,99,100,.,95,96,96,13,1.0
Cc1ccc(S(=O)(=O)c2cc(OC(=O)c3ccco3)ccc2OC(=O)c2ccco2)cc1,1,12,100,99,100,.,102,98,96,11,0.3
CC1Cc2ccccc2N1C(=S)NC(=O)C1(C)CC1(Cl)Cl (stereo not drawn),0,4,?,?,?,2,?,?,?,15,-0.3
C/C(=N\NC(=O)c1ccc(F)cc1)c1cccc(NC(=O)c2ccco2)c1,7,13,90,92,91,.,94,93,96,34,-0.3
COc1ccccc1NS(=O)(=O)c1ccc(O)c(C(=O)OCC(=O)Nc2ccccc2F)c1,0,11,95,95,99,-24,100,96,95,18,0.0
O=S(=O)(c1cccc(-c2nnc(SCc3ccc(Cl)cc3)o2)c1)N1CCCCC1,8,11,97,97,99,.,96,99,98,26,1.1
CCS(=O)(=O)N1CCN(C(=O)c2cccs2)CC1,1,37,100,99,100,.,101,101,100,22,0.6
Nc1c(C(=O)c2ccc(Cl)cc2)oc2ccccc12,-1,7,99,100,102,-7,103,99,104,9,0.3
CCOc1ccccc1NC(=S)N(Cc1cc2ccc(C)cc2[nH]c1=O)CC1CCCN1CC (stereo not drawn),0,17,99,99,105,.,97,101,103,17,0.1
CC1CCCN(C(=O)c2cccc(S(=O)(=O)Nc3cc(C(F)(F)F)ccc3Cl)c2)C1 (stereo not drawn),0,6,94,92,94,.,94,92,96,9,0.2
COc1cccc(-c2csc(NC(C)=O)n2)c1,5,11,97,101,101,0,98,101,102,17,0.7
COc1ccc2nc(NC(=O)C(NS(=O)(=O)c3cccs3)C(C)C)sc2c1 (stereo not drawn),4,13,101,101,105,.,100,104,105,25,1.0
Cc1cccc(OCC(=O)N/N=C/c2ccccc2C(=O)O)c1,10,21,99,98,101,-16,90,96,101,12,0.6
CCOC(=O)N1CCN(CCC(=O)Nc2cc([N+](=O)[O-])ccc2OC)CC1,2,5,103,101,106,-18,102,103,104,11,1.0
CCOc1ccc([N+](=O)[O-])c(N)c1,3,3,99,98,101,-47,95,99,100,14,-0.2
Cc1cc2cc(CNS(=O)(=O)c3ccc4ccccc4c3)ccc2n1C,-6,7,94,94,97,.,97,95,97,17,-2.2
CSc1nnc(-c2cc3ccccc3cc2O)n1C,3,36,100,100,102,16,102,100,103,16,0.6
Nn1c(CSc2nc3ccccc3o2)nnc1CSc1nc2ccccc2o1,1,12,95,97,97,.,95,96,97,31,0.2
CCn1c(SCC(=O)OC(C)C)nnc1-c1ccccc1OC,4,10,98,102,100,4,105,99,101,21,-0.2
N#CC1=C(N)Oc2n[nH]c(-c3ccc(F)cc3)c2C1c1cccnc1 (stereo not drawn),2,5,99,100,102,-6,99,101,103,42,0.5
Cc1ccc(OCC(=O)NCCc2nc3ccccc3[nH]2)c(C)c1,6,9,90,96,95,8,103,94,95,15,0.5
COc1cccc(NC(=O)c2ccc3c(SCC(=O)O)c4c(nc3c2)CCCC4)c1,1,8,?,?,?,-7,?,?,?,16,0.3
CCN(CC)CCNC(=O)c1c(O)c2c([nH]c1=O)CCCC2,2,20,95,101,103,15,103,101,101,16,0.6
CCO[C@@H]1OC(C(=O)N2CCN(C)CC2)=C[C@H](C2CCCCC2)[C@H]1CCCO,1,6,97,99,99,.,105,97,97,20,0.7
CCC1(C(=O)OC)NC(c2ccco2)C2C(=O)N(c3ccc(C)cc3)C(=O)C21 (stereo not drawn),1,36,101,102,102,6,99,104,104,15,0.4
CC(C)CNC(=O)CSc1nc2scc(-c3ccccc3)c2c(=O)[nH]1,-4,11,93,94,92,10,97,94,93,12,-1.1
Cc1csc(C(=O)O)c1NC(=O)c1cccc([N+](=O)[O-])c1,25,14,93,95,97,-34,102,94,94,16,1.0
CC(=O)c1cnc(Nc2ccc(C)cc2)s1,2,7,99,101,102,-3,101,101,99,20,0.0
CN(C)S(=O)(=O)N1CCC(C(=O)O)(c2ccccc2)CC1,-1,5,99,100,101,.,99,101,101,34,-0.1
CCc1ccc(N(C(=O)c2csnn2)C(C(=O)NC(C)(C)C)c2cccnc2)cc1 (stereo not drawn),3,11,98,97,99,-12,97,97,97,14,1.1
CCCCC1CCC(c2nc(-c3ccccn3)no2)CC1 (stereo not drawn),1,11,95,96,98,-7,100,98,96,25,0.3
CC1(C)CC(=O)CC2(C1)NCC(c1ccccc1Cl)c1c2[nH]c2ccccc12 (stereo not drawn),4,26,95,98,98,-7,95,94,96,57,1.8
COC(=O)C1=C(C)N(CCc2ccccc2)C(=O)/C1=C\c1ccco1,5,10,101,100,103,-19,99,100,104,10,0.5
O=C(NCCCN1CCN(C2CCCCC2)CC1)Nc1ccccc1C(F)(F)F,0,19,99,98,102,.,98,99,101,5,0.1
COc1ccccc1NC(=O)c1oc2ccccc2c1NC(=O)c1ccco1,33,10,96,96,105,28,103,99,101,21,1.6
NC1=NC2(CCCCC2)n2c(nc3ccccc32)N1,-7,14,99,100,103,-11,101,100,100,32,-1.6
COc1cccc(C2C3=C(N=c4s/c(=C\c5ccc(O)cc5)c(=O)n42)c2ccccc2CC3)c1OC (stereo not drawn),-5,6,102,101,104,-2,98,103,102,14,0.0

# Continuation:
SMILES,ABCG2 block,Avidin bead fluor,Rac1 mut GTP,Rab2 wt GTP,Rac1 wt GTP bind,Pf gamet viab,Rab7 wt modul,HRas wt GTP,Cdc42 wt GTP,GSH fluor,ABCB1 block
O=C(CSc1nc2ccc([N+](=O)[O-])cc2[nH]1)NC1CCCCC1,38,8,99,100,102,.,98,103,104,18,2.3
O=C(Cc1ccc(Cl)cc1)Nc1ccc(N2CCCC2)cc1,0,28,102,102,111,-112,102,104,105,22,0.0
CCN1C(=O)c2cccc3c(S(=O)(=O)Nc4ccncc4)ccc1c23,1,6,99,102,103,.,102,101,101,11,0.1
N#C/C(=N\Nc1ccccc1)C(=N)N1CCOCC1,19,11,101,102,105,-15,98,101,104,9,0.4
Cc1ccc(-c2nc(=S)c3c(n2Cc2ccco2)CCCC3)cc1,0,7,103,101,110,.,102,102,104,9,0.0
C=CCSC1=N/C(=C\c2ccsc2)C(=O)S1,1,10,95,100,96,.,97,99,97,10,0.4
